# aSyn 5UTR inh – 5' untranslated region of α-synuclein, MLPCN primary screen; inhibition, % (tested at 7.5 µM); AID 1813; alpha-synuclein 5'UTR reporter, inhibitor activity; 300,000 compounds, 0.82% hits; in the data active = inhibition above about 60%;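 note: H4 neuroglioblastoma cells stably carrying SNCA 5'UTR luciferase fusion; 0% = DMSO wells and 100% = positive control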
# HSP90 inh – HSP90 refolding inhibition in rabbit reticulocyte lysate; luciferase refolding luminescence, 3 h; inhibition, % at 5.6 µM; 290,000 compounds, 0.91% hits;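 active = inhibition above the screen-wide mean plus 3 SD, computed separately per campaign, cut at about 16% in these data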;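 note: 0% = DMSO wells and 100% = 60 µM geldanamycin wells; inhibitors lower the luminescence because luciferase stays unfolded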
# GSK3B inh – human GSK3beta kinase inhibition. GST-GSK3beta kinase, ADP-Glo luminescence, 60 min; hits give low values. 300,000 compounds, 0.038% hits. activity score (negative = inhibition), % at 10 µM. AID 2097;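 active = more than half of replicate wells score below -50%, meaning over 50% inhibition versus plate controls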;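 note: 0% = median DMSO wells and -100% = median GW8510 positive control wells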
# Target sequence (P49841 whole entry, looked up): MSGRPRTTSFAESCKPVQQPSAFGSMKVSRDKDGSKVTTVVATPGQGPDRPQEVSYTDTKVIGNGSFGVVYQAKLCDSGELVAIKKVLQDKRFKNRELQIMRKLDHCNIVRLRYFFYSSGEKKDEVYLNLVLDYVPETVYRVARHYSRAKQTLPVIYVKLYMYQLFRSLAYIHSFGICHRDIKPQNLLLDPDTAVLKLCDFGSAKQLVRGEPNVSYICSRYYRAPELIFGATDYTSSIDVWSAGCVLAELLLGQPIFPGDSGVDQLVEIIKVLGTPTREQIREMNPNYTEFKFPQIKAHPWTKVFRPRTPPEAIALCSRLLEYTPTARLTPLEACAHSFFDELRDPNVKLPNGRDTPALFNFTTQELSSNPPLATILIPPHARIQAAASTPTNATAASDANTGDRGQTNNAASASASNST
#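 test system = GST-tagged human GSK3beta kinase, cell-free | reagent = 25 µM ATP with peptide substrate | dosing = one dose of 10 µM per compound | schedule = 60 min reaction, RT | detection = luminescent ADP-Glo measurement of ADP formed | control set = DMSO neutral wells and GW8510 at 20 µM as positive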
# IEC-6 cytotox – counter-screen for KLF5 inhibitors: cytotoxicity in IEC-6 cells. IEC-6 cytotoxicity, luminescence viability. 290,000 compounds, 0.78% hits. inhibition, % at 5 µM. AID 1825; in the data active = inhibition above about 22%;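 note: 0% = plate median of test compound wells and 100% = cytotoxic reference compound wells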
# KLF5 inhibitor – suppresses KLF5 promoter-driven expression. DLD-1 KLF5 promoter-luciferase reporter, luminescence. AID 1700. 290,000 compounds, 0.23% hits. inhibition, % at 5 µM;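 active = inhibition above a per-plate limit of that plate's mean compound inhibition plus 3 SD, cut at about 60% in these data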;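 note: 0% = DMSO wells and 100% = LY294002 at 200 µM; higher means less KLF5 promoter-driven luciferase light; inactives centre near -14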
# PolyA inh – inhibitors of polyadenylation in S. cerevisiae; S. cerevisiae SKY197-pL101 polyadenylation reporter, beta-gal luminescence; efflux-impaired pdr1/pdr3 knockout yeast; score 100 = 6 SD above DMSO; calls only at 12 µM; 300,000 compounds, 0.02% hits; AID 1875;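 active = lowest replicate activity score at least 50, where 100 means six control SD above control mean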;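 note: yeast exposed to compound for 9 h at 30 °C; higher score means more reporter readthrough which indicates perturbed polyadenylation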
# GSK3 alpha inh – inhibitors of human GSK-3 alpha kinase. P49840. ADP-Glo luminescence, 60 min. inhibition, % at 10 µM. 320,000 compounds, 0.1% hits. AID 2650;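 in the data active = inhibition above about 50%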;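 note: GST-tagged GSK-3 alpha with peptide substrate and 25 µM ATP; 0% = DMSO neutral wells and 100% = GW8510 positive control wells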
# Target sequence (P49840 whole entry, looked up): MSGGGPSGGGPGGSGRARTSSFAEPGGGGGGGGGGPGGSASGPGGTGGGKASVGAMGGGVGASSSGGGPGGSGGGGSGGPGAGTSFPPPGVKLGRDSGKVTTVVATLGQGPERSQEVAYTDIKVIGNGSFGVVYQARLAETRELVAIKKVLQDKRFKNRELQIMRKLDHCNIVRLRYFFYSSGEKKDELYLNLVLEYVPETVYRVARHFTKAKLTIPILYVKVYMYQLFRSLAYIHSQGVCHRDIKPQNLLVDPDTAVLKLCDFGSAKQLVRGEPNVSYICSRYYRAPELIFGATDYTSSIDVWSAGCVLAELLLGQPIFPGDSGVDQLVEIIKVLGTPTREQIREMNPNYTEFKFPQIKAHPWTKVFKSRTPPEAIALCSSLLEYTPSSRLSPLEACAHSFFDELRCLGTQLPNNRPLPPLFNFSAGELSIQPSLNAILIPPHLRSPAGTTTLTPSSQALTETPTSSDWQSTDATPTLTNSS
# HSF-1 act – increases HSF-1 driven luciferase reporter signal | 300,000 compounds, 1.7% hits | NIH3T3-HGL HSF-1 luciferase reporter, MG132, 8 h; 100% = twice DMSO control signal | activation, % at 9 µM;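 active = mean replicate activation of at least 50% with a set share of replicates each reaching 50%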;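 note: 0% = median of the neutral control wells and 100% = twice that signal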
# AI-2 QS modul – Vibrio harveyi AI-2 quorum sensing modulation; Vibrio harveyi JMH597 AI-2 luminescence/OD600 ratio, 9 h; hits give low values; strain lacks LuxN and CqsS sensors; 0 = neutral-control median; activity change, % at 7.5 µM; 300,000 compounds, 0.4% hits; in the data active = activity change below about -75%, passing the limit was not always enough;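 note: luminescence divided by OD600 gain over 9 h not by final OD600 alone; inactives centre near 13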
# HSF1 inh – HSF1 inhibition. AID 2098. activity change, negative = inhibition, % at 7.5 µM (by protocol). 300,000 compounds, 0.77% hits. NIH3T3-HGL HSE-luciferase, MG132-induced, luminescence 8 h; hits give low values;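 active = more than half of replicate wells show activity change below -50%, luminescence cut by over half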;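 note: luciferase reports HSF-1 transcriptional activity via heat shock element; 0% = median of DMSO wells and -100% = zero luminescence signal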
# Starred values were filed as active, the others as inactive; i = inactive; . = not tested or not shown. Only part of the results is shown; rates above refer to the full screens.
SMILES	HSF-1 act	GSK3B inh	PolyA inh	KLF5 inhibitor	HSF1 inh	IEC-6 cytotox	HSP90 inh	aSyn 5UTR inh	AI-2 QS modul	GSK3 alpha inh
Cc1ccc(NC(=O)Cc2cccs2)cc1Cl	26	1	i	-66	15	1	-4	-116	-24	1
O=C(NN1C(=O)c2ccccc2C1=O)c1ccccc1[N+](=O)[O-]	-11	4	.	8	1	5	0	9	11	6
Cc1ccc(S(=O)(=O)N(C)c2ccc(C(=O)Nc3cccnc3)cc2)cc1	8	-2	i	-32	-1	1	2	2	-10	0
COc1cccc(NC(=O)Cn2c(=O)n(C)c(=O)c3sc4c(c32)COC(C)(C)C4)c1	27	2	i	-12	2	3	-2	13	29	-4
COCc1cc(CN(C)C(=O)C2CCC(=O)N(Cc3cccc(OC)c3)C2)[nH]n1 (centres undefined)	15	1	i	-29	-4	-4	-1	3	19	-3
COc1ccccc1C(=O)N1CCN(Cc2c[nH]c3ccccc23)CC1	-28	-3	i	-41	-8	1	2	10	9	-2
CC(C)c1ccccc1OCC(O)CN1CCN(S(=O)(=O)c2ccc([N+](=O)[O-])cc2)CC1 (centres undefined)	16	4	i	-13	7	-4	-3	32	4	-2
Cn1c2ccccc2c2cnn(CC(=O)Nc3ccccc3Br)c(=O)c21	-23	2	i	-20	-5	2	2	16	5	-1

# Next part, overlapping the part above by 2 compounds.
SMILES	HSF-1 act	GSK3B inh	PolyA inh	KLF5 inhibitor	HSF1 inh	IEC-6 cytotox	HSP90 inh	aSyn 5UTR inh	AI-2 QS modul	GSK3 alpha inh
CC(C)c1ccccc1OCC(O)CN1CCN(S(=O)(=O)c2ccc([N+](=O)[O-])cc2)CC1 (centres undefined)	16	4	i	-13	7	-4	-3	32	4	-2
Cn1c2ccccc2c2cnn(CC(=O)Nc3ccccc3Br)c(=O)c21	-23	2	i	-20	-5	2	2	16	5	-1
CC(C)CNC(=O)COC(=O)c1ccc(F)cc1Cl	22	-6	i	-27	8	3	-5	-21	1	1
O=S1(=O)CCC(NCC2CCCO2)C1 (centres undefined)	-3	1	i	-30	0	-4	2	9	15	7
CC(=O)NCCc1csc(-c2ccccc2)n1	-6	1	i	-46	0	2	0	-6	45	-2
COC(=O)C1=NN(c2ccc(OC)cc2)C2C(=O)N(c3ccccc3OC)C(=O)C12 (centres undefined)	-9	-5	i	-3	-7	1	9	13	.	-1
Cc1ccc(CNC(=O)c2nn(C)c3c2CS(=O)(=O)c2ccccc2-3)cc1	9	1	i	-16	-6	0	-2	18	-9	2
COC(=O)c1nc2ccc(C)cn2c1F	12	1	i	-45	7	1	-2	-47	6	-1
O=C1c2ccccc2C(=O)N1CCc1csc(-c2ccccc2)n1	22	3	i	-10	5	-4	1	4	6	1
COc1ccc(OC)c(N(CC(=O)NC2CCCCCC2)S(=O)(=O)c2ccc(C)cc2)c1	22	3	i	-7	14	-9	0	19	22	-1
COc1ccc(CN(CC(=O)NCC2CCCO2)C(=O)CCC(=O)Nc2nccs2)cc1 (centres undefined)	23	.	i	19	1	-2	-2	22	.	6
CC1=C(C(N)=O)C(c2ccccn2)n2nc(SCc3ccccc3Cl)nc2N1 (centres undefined)	32	0	i	-20	5	3	2	-3	14	-2
Cc1cc(C(=O)CCl)c(C)n1-c1ccon1	27	2	i	-6	33	-3	0	-13	34	.
Cc1ccc(Nc2nc(-c3c(C)nc4ncccn34)cs2)cc1	-1	-2	i	73*	-9	90*	-5	84*	-9	-1
CCCSc1nnc(Sc2nnnn2-c2ccccc2)s1	123*	-1	i	-40	109	42*	0	13	-17	-2
CN(Cc1ccccc1)C(=O)COc1ccccc1Cl	6	2	i	-19	9	-4	-2	-2	11	-3
COc1cc(CNc2ccc(C)c(C)c2)cc(OC)c1OC	-15	-3	i	-7	-11	3	0	-166	30	-2
CN1C(=O)C(O)(CC(=O)c2cccnc2)c2ccccc21 (centres undefined)	29	-3	i	-17	-1	8	13	-3	16	0
CC1CCN(c2ccccc2NC(=O)c2ccc(C#N)cc2F)CC1	-7	-3	i	4	-4	-3	2	0	12	1
COc1ccc(S(=O)(=O)NC2CCCC2)cc1Cl	4	-22	i	-7	-2	4	1	-24	15	0
O=C(Nc1ccc(F)c(Cl)c1)C1CCCC1	8	-2	i	.	4	.	.	-10	14	1
CC(=O)N1CCc2cc(S(=O)(=O)CCC(=O)N3CCN(c4ccccc4F)CC3)ccc21	18	-3	i	-14	8	12	4	-3	2	-2
COc1ccc2c(c1OC)C(=O)N(c1ccc(O)cc1)C2	13	-2	i	-53	12	1	-1	2	11	-1
c1cnc2ccc(C(c3nnnn3C3CCCC3)N3CCSCC3)cc2c1 (centres undefined)	6	0	i	-7	3	5	5	-22	9	0
COc1ccc(S(=O)(=O)N2CCOC2CNC(=O)C(=O)NCCCn2ccnc2)cc1OC (centres undefined)	-1	2	i	-11	2	0	1	0	33	1
CCOC(=O)CN1N=C(c2ccc(C)cc2)CCC1=O	-53	1	i	-24	-43	5	2	-6	9	2
CCOC(=O)N1CCN(C(=O)c2cc3c(=O)n4cccc(C)c4nc3s2)CC1	3	2	i	-15	-8	-3	-5	12	28	-1
O=C(CCCOc1ccc(Cl)cc1Cl)N/N=C/c1cccc([N+](=O)[O-])c1	45	-1	i	-4	4	-7	-3	-20	15	-2
COc1cccc(NC(=O)N(Cc2ccco2)C(C)c2cccs2)c1 (centres undefined)	-51	-3	i	-38	-38	-3	1	6	31	-1
CCOc1ccc(NC(=O)c2ccc3c(=O)n(-c4ccc(OC)cc4OC)c(=S)[nH]c3c2)cc1	-84	-5	i	19	-81*	-3	69*	-13	37	0
CNC(=O)CN(c1ccc(C(C)C)cc1)S(C)(=O)=O	-40	3	i	-91	-24	3	-1	15	22	1
CCN(CC)C(=O)Oc1ccc2c(=O)c(-c3ccccc3)coc2c1	40	1	i	-81	21	2	-3	-90	16	.
O=C(Nc1ccc(N2CCCC2)c(S(=O)(=O)Nc2cccc(C(F)(F)F)c2)c1)c1cccs1	7	1	i	-11	6	-2	-5	-5	29	1
COc1ccccc1N(CC(=O)NCc1ccccc1C)S(=O)(=O)c1ccc(C)cc1	37	-2	i	-10	10	-11	-1	18	9	0
Cc1cc(=O)[nH]c2c(C)cc(S(=O)(=O)Nc3ccc(O)cc3)cc12	5	-2	i	-12	-6	1	1	-8	9	2
CCOC(=O)C1CCN(C(=S)Nc2ccc(S(N)(=O)=O)cc2)CC1	-9	-1	i	-18	4	3	0	10	-5	-3
O=C(Nc1ccc(N2CCOCC2)cc1)Nc1ccc(Cl)c(Cl)c1	22	-1	i	-32	11	2	0	-139	8	0
CN(/N=C/c1cccnc1)C1=NS(=O)(=O)c2ccccc21	16	3	i	-50	9	-2	4	26	15	-2
O=C(N/N=C/c1ccccc1O)C(=O)Nc1ccccn1	-7	0	i	-12	-6	-3	-3	1	-17	-1
CCCCCCCOc1ccc(OC(=O)c2ccncc2)cc1	0	0	i	-42	-3	12	2	1	13	0
CCOC(=O)c1ccc(-c2ccc3[nH]c4ccccc4c(=O)c3c2)cc1F	-1	-3	i	3	6	2	-9	-81	8	4
COc1ccc(Cn2c(=S)[nH]c3cc(OC)c(OC)cc3c2=O)cc1	19	-4	i	-21	7	6	4	-10	2	1
COc1ccc(NC(=O)COc2nsnc2N2CCOCC2)cc1	-4	2	i	-10	-3	8	1	-9	44	7
CCCN1CCC2(CC1)C(C#N)=C(N)Oc1c2sc2nc(C)cc(C)c12	-11	-4	i	-27	-5	0	-1	-31	23	7
C[C@@H]1NC(=O)[C@H](CCCN=C(N)N)NC(=O)c2cc([N+](=O)[O-])cc(I)c2OCC[C@@H](C(=O)NC(CC(=O)O)C(N)=O)NC1=O (some centres undefined)	-3	-1	i	18	2	3	2	21	9	-1
CCOC(=O)c1cc(-c2ccccc2)n[nH]1	20	-2	i	-3	6	-5	0	-1	-11	-1
Cc1ccnn1CC(=O)N/N=C/c1ccc2c(c1)OCO2	-5	-2	i	-20	-3	-2	1	4	6	-1
O=C(Nc1ccccc1N1CCCC1)c1cccc(Cl)c1Cl	0	-2	i	-26	5	2	-4	-7	-4	.
Cc1c(NC(=O)c2ccc(C(=O)Nc3c(C)n(C)n(-c4ccccc4)c3=O)cc2)c(=O)n(-c2ccccc2)n1C	-16	-1	i	-6	-6	6	-1	12	4	0
COc1ccc(N(C(=O)COc2ccc(C)cc2)S(=O)(=O)c2ccc(C)cc2)cc1	-5	1	i	-3	6	0	6	-6	8	0
COc1ccc([N+](=O)[O-])cc1N(CC(O)CN1CCOCC1)S(=O)(=O)c1ccccc1 (centres undefined)	-29	-1	i	-14	-11	5	0	8	1	-2
C/C(=N\NC(=O)CSCc1ccc([N+](=O)[O-])cc1)c1ccccc1	37	1	i	-11	3	1	-2	17	20	0
O=C(CN1C(=O)S/C(=C/c2cc(Br)cs2)C1=O)N1CCOCC1	2	-2	i	-4	0	-3	-1	-1	4	-1
CC1(c2ccccc2Cl)NC(=O)N(CC(=O)NCCC2=CCCCC2)C1=O (centres undefined)	-3	1	i	-13	-5	-2	0	-7	-22	-4
CC(C)(C)C1CCc2c(C(=O)NNC(=O)/C=C/C(=O)O)csc2C1 (centres undefined)	3	2	i	-7	-1	0	-6	14	16	-2
COc1ccc(-c2cc(C(F)(F)F)nc(SCC(=O)Nc3ccc4c(c3)OCO4)n2)cc1	18	-2	i	-25	-11	-3	1	7	24	-2
CCC(C)[C@H](NC(=O)N1CCCCCC1)C(=O)O (some centres undefined)	-15	-2	i	-8	1	2	2	12	27	0
COC(=O)c1c(C)oc2cc(Br)c(OCC(=O)C(C)(C)C)cc12	13	2	i	-38	2	4	1	30	13	-4

# The listing continues:
SMILES	HSF-1 act	GSK3B inh	PolyA inh	KLF5 inhibitor	HSF1 inh	IEC-6 cytotox	HSP90 inh	aSyn 5UTR inh	AI-2 QS modul	GSK3 alpha inh
CC1CC(C)CN(S(=O)(=O)N2CCCC(C(=O)NC3CCCCC3C)C2)C1 (centres undefined)	-14	-1	i	-22	0	0	-1	-18	26	-1
CCC(=O)c1cc(-c2nc3ccccc3n2C)n(C)c1	6	.	i	-2	3	1	1	-7	.	-20
Cc1ccc(C(C)n2cc(C(=O)NCc3cccnc3)nn2)cc1 (centres undefined)	-3	-6	.	-17	1	-1	-2	-2	3	1
COc1ccccc1N(CC(=O)NC1CCCCC1)C(=O)CNC(=O)c1cccs1	14	-2	i	-8	7	-1	4	-2	10	0
CC1CCN(c2ccc(-c3cccc(NC(=O)C(F)(F)F)c3)nn2)CC1	-84	-7	i	84*	-82*	14	19*	103*	16	1
Cc1oc(-c2ccc(-c3ccccc3)cc2)nc1CN1CCN(CC(=O)N(C)C)CC1	-18	0	i	-247	2	-6	67*	-143	15	-5
